MITF inh: MITF inhibitors, primary screen, biochemical, AlphaScreen, human | Microphthalmia-associated transcription factor (Homo sapiens), O75030 | AlphaScreen MITF homodimerization, bead proximity signal | inhibition, % at 2.6 µM | hit rate 0.91% among 650,000 | AID 1259374, 2018; in the data active = inhibition above about 50%;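 also: 0% = vehicle wells with protein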
TEAD-YAP inh: TEAD-YAP interaction inhibition, primary screen, TEAD-YAP interaction inhibitor project, luminescence, HEK-TIYL cells; TEAD-Gal4/YAP UAS-luciferase luminescence; inhibition, % at 9.12 µM; hit rate 1.4% among 640,000; AID 1259422, 2018; in the data active = inhibition above about 32%;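 also: 0% = median of test compound wells and 100% = reference inhibitor wells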
FBW7 activator: FBW7 E3 ligase activators, primary screen, biochemical, AlphaScreen, human; AlphaScreen FBW7–phospho-cyclin E peptide binding, activator screen; normalized activity (activation), % at 26.1 µM; hit rate 0.13% among 650,000; in the data active = normalized activity above about 1.9%;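 also: purified mutant Fbw7 with reduced substrate affinity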
Target sequence (Q969H0 whole entry, looked up): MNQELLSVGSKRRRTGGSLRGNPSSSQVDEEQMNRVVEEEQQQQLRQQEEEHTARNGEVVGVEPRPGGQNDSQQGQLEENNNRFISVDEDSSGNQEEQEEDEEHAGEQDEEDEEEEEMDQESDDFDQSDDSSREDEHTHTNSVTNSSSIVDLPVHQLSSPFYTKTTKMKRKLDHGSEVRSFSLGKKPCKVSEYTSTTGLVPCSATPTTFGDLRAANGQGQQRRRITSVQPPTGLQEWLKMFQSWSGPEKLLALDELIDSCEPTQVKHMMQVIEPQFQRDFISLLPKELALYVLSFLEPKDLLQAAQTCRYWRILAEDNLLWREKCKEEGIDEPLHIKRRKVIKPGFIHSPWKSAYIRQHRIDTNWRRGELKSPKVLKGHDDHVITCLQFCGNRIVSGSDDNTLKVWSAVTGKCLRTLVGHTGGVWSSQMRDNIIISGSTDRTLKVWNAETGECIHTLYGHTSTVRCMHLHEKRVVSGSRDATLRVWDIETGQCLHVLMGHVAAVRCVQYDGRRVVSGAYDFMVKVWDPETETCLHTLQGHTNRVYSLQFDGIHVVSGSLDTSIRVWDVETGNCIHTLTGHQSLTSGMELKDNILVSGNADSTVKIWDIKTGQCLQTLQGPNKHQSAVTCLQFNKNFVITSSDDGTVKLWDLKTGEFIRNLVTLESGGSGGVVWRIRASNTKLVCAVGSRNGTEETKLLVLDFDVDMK
GPR151 activ: activators of human GPR151, primary screen, cell-based, PathHunter beta-arrestin, luminescence; activation, % at 11.2 µM; PathHunter beta-arrestin GPR151 cells; G-protein coupled receptor 151 (Homo sapiens), Q8TDV0; hit rate 1% among 650,000; in the data active = activation above about 4.9%;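 also: 0% = median of compound wells and 100% = cells with positive control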
An asterisk follows results filed as active.

SMILES	MITF inh	TEAD-YAP inh	FBW7 activator	GPR151 activ
CC(=O)c1ccc(-n2c(C)cc(/C=C(/C#N)C(=O)NCc3ccccc3)c2C)cc1	4	-18	-0.1	0.2
Cc1ccc(C2(c3ccccc3)NC(=O)NC2=O)cc1C (stereo unspecified)	-10	-7	-0.1	-0.7
CC1(C)OC(=O)C(=CNc2sc3c(c2C#N)CCCC3)C(=O)O1	7	-11	0.0	3.7
C#CCn1c(=NC(=O)C2CCCN(S(C)(=O)=O)C2)sc2cc(CC)ccc21 (stereo unspecified)	14	8	0.5	2.3
CS(=O)(=O)N(CC(=O)N1CCN(c2ccc(F)cc2)CC1)c1ccc(F)c(Cl)c1	6	1	-0.1	-0.7
Cc1cc(NC(=O)COc2ccc(-n3cnnn3)cc2)no1	-4	2	-0.2	1.7
C=CCNC(=O)/C(=C\c1ccc(-c2ccc(Cl)cc2)o1)NC(=O)c1ccccc1	8	14	0.2	-0.5
N#C/C(=C/c1ccc([N+](=O)[O-])cc1)c1nc2ccccc2[nH]1	9	-13	-0.3	-0.2
COc1cc(/C=C/c2ccc3cccc(OC(C)=O)c3n2)cc([N+](=O)[O-])c1OC(C)=O	14	7	-0.2	2.0
O=c1c2cnn(-c3ccccc3)c2nc(-c2ccccc2)n1-c1ccc(Br)cc1	6	0	0.1	1.8
CCc1nn(C(CC)C(=O)NC2CCCC2)c(=O)c2cc3oc(C)cc3n12 (stereo unspecified)	4	5	-0.3	13*
COc1ccc(CC(=O)Nc2ccc(C(=O)Nc3ccccc3C(=O)O)cc2)cc1	-1	3	0.3	1.6
CCOC(=O)N1CCC(NC(=O)CC2C(=O)NCCN2Cc2cccnc2)CC1 (stereo unspecified)	-5	11	-0.1	0.2
Oc1c(C(c2ccc(F)cc2)N2CCN(c3ccccc3)CC2)sc2ncnn12 (stereo unspecified)	5	10	0.1	-0.1
O=C(CSc1ccc(Cl)cc1)Nc1ccc(F)c([N+](=O)[O-])c1	13	11	0.0	-1.6
CCC(C)CNC(=O)CCc1nnc(CCCCc2ccccc2)o1 (stereo unspecified)	10	-5	0.3	-0.2
Nc1nnc(SCC(=O)NN2C(=O)NC3(CCCCC3)C2=O)s1	6	7	0.6	0.0
CCOc1ccc(CC(=O)N[C@H](C)Cn2nnc3ccccc32)cc1	3	6	-0.2	0.3
CC(C)(C)c1cc(NS(=O)(=O)c2ccc(F)cc2)cc(C(C)(C)C)c1O	16	-14	0.6	-2.9
COc1ccc(Cc2nnc3n2N(C(C)=O)C(c2ccc(C)cc2)=C(C(C)=O)S3)cc1	-2	6	-0.5	-0.4

3 neighbouring compounds already listed, quoted:
SMILES	MITF inh	TEAD-YAP inh	FBW7 activator	GPR151 activ
CCOc1ccc(CC(=O)N[C@H](C)Cn2nnc3ccccc32)cc1	3	6	-0.2	0.3
CC(C)(C)c1cc(NS(=O)(=O)c2ccc(F)cc2)cc(C(C)(C)C)c1O	16	-14	0.6	-2.9
COc1ccc(Cc2nnc3n2N(C(C)=O)C(c2ccc(C)cc2)=C(C(C)=O)S3)cc1	-2	6	-0.5	-0.4

New compounds follow.
SMILES	MITF inh	TEAD-YAP inh	FBW7 activator	GPR151 activ
O=C(c1cnccn1)N(Cc1cc2cc3c(cc2nc1Cl)OCO3)C1CCCC1	-11	-1	-0.1	-0.5
CCCCN(CC)CCNC(=O)C1c2ccccc2C(=O)N(C)C1c1cccs1 (stereo unspecified)	4	1	0.0	-1.4
CC(C)c1nnc2n1CCN(C/C=C/c1ccco1)CC2	1	2	0.1	0.0
Cc1cc(C)c2c(c1)C(O)(C(F)(F)F)C(=O)N2 (stereo unspecified)	9	-7	0.3	0.7
COc1ccc(N(CC(=O)N2CCCCCC2)S(=O)(=O)c2ccccc2[N+](=O)[O-])c(OC)c1	-9	2	-0.2	0.5
NC(=O)c1cnn2c(C(F)(F)F)cc(-c3ccc4c(c3)OCO4)nc12	-1	-5	0.0	1.2
CCOCC(=O)NCc1ccccc1Cl	-18	1	-0.3	1.0
N#Cc1c(-c2ccccc2F)[nH]c(=S)[nH]c1=O	5	-9	-0.1	2.0
Cc1ccc(C(=O)NCCCN2CCOCC2)c(Cl)c1	1	-33	0.1	-0.4
COc1ccc(C(C)=O)c(O)c1	10	-7	0.1	0.2
COc1ccccc1-n1c(CNC(=O)c2ccc(-c3ccccc3)cc2)nnc1SCC(=O)Nc1nnc(C)s1	-6	0	-0.1	-0.7
CC(C)(C(=O)O)c1ccc([N+](=O)[O-])cc1	3	8	0.2	0.4
CC(C)C(=O)N(C)c1nnc(-c2ccc(F)cc2)s1	6	-51	0.1	-0.8
O=S(=O)(c1ccc2c(c1)Cc1cc(S(=O)(=O)n3nnc4ccccc43)ccc1-2)n1nnc2ccccc21	2	4	-0.2	1.3
O=C(c1cccnc1SCc1ccccc1Cl)N1CCC2(CC1)OCCO2	0	-8	0.0	1.5
O=C(c1ccc(N2CC3CC(C2)c2cccc(=O)n2C3)c([N+](=O)[O-])c1)N1CC=C(c2ccccc2)CC1 (stereo unspecified)	2	-5	-0.2	1.3
CCOC(=O)c1c(NC(=O)CSC2=NN3CCCC(=O)N=C3S2)sc2c1CCCC2	8	-2	0.4	-0.3
CCOc1ccc(NC(=O)Cn2nnc(-c3ccccc3NC(=O)C(C)Cl)n2)cc1 (stereo unspecified)	-392	-24	0.1	-4.5
COc1ccc(NC(=O)c2c(NCc3cccnc3)sc3c2CCC3)cc1	13	6	0.2	0.9
N#CC(C#N)=C1C(=O)N(Cc2ccccc2)c2ccccc21	-2	4	-0.3	-0.6
CCCN(CCC)CCCNC(=O)C(=O)NCc1ccco1	-4	1	-0.3	1.5
COc1ccc(C2C(C#N)=C(C)NC(C)=C2C(=O)Nc2ccccc2)cc1 (stereo unspecified)	-1	0	-0.1	0.8
Cc1cc2nc(N3CCC(C(=O)N4CCSCC4)CC3)nc(C)c2cc1C	2	2	0.0	1.8
O=C(Nc1ccc(N2CCOCC2)cc1)c1cnc(NCCCN2CCCC2=O)s1	43	3	-0.1	-0.8
COc1cccc(/C=C2\SC(=S)N(C3CCS(=O)(=O)C3)C2=O)c1 (stereo unspecified)	13	5	0.6	-0.7
COc1ccc(Cl)cc1Nc1nc(-c2ccccn2)cs1	-5	18	-0.4	0.6
CCOc1ccccc1NC(=O)c1c(NC(=O)c2ccccc2C)sc2c1CCC(C)C2 (stereo unspecified)	2	-8	0.0	0.8
COc1ccc(NC(=O)c2ccccc2NC(=O)c2ccco2)cc1	4	0	-0.1	-0.6
COc1cccc2cc(C(=O)Nc3ccc(Cl)cc3Cl)c(=Nc3ccccc3)oc12	8	8	0.3	1.7
CCCNc1nccn2c(-c3ccc(C(C)=O)s3)cnc12	5	-62	0.2	1.5
C/C(=N\NC(=O)c1ccc(CN2CCOCC2)cc1)c1ccc(Br)cc1	7	1	0.6	0.1
Cc1ccc(C(NC(=O)c2cccnc2)c2cc(Cl)c3cccnc3c2O)cc1 (stereo unspecified)	17	18	-0.1	0.5
Cc1cccc2cc3c(N)c(C(=O)Nc4c[nH]c(=O)[nH]c4=O)sc3nc12	-12	-9	-0.1	1.2
COc1cccc2cc(-c3ccc(F)cc3)c(=O)oc12	-5	-32	0.0	0.7
Cn1c(=O)c2c(nc(SCc3nc(N)nc(N4CCOCC4)n3)n2Cc2ccccc2Cl)n(C)c1=O	12	-14	-0.1	0.4
CCOC(=O)C1=C(O)/C(=C/c2ccc(OCC(=O)OC)cc2)SC1=Nc1ccc(OCC)cc1	6	8	0.5	-0.5
O=COC1CCCCC1NS(=O)(=O)c1ccccc1 (stereo unspecified)	-10	4	-0.1	1.7
Cc1nc2ccccn2c1-c1csc(Nc2ccc(Cl)cc2)n1	8	44*	-0.1	0.4
O=C(C(Cc1ccccc1)NS(=O)(=O)c1ccc(Br)cc1)N1CCC2(CC1)OCCO2 (stereo unspecified)	4	-1	-0.3	-0.8
CC(C)(C)NC(=O)c1cccc(S(=O)(=O)N2CCN(c3ccc(F)cc3)CC2)c1	2	4	0.4	4.4
COc1ccccc1NC(=O)c1c(NCc2cccc(F)c2)sc2c1CCCC2	12	6	0.3	-0.3
O=C(Nc1cc(Cl)cc(Cl)c1)C1C2C=CC3(O2)C1C(=O)N(C1CCCCC1)C3C(=O)NC1CCCCC1 (stereo unspecified)	0	6	0.1	1.8
COCC(=O)N/N=C(\C)CC(=O)Nc1c(C)cc(C)cc1C	2	-15	-0.1	2.1
NC(=O)COC(=O)c1ccc(Cl)cc1	7	3	-0.1	-1.0
CCN(CC)CCN1C(=O)C(=O)/C(=C(\O)c2ccccc2)C1c1ccccc1 (stereo unspecified)	-8	-2	-0.1	0.8
COc1ccc(NC(=O)c2c(NC(=O)c3ccccc3C)sc3c2CCCCC3)cc1	-3	4	-0.3	0.3
O=[N+]([O-])c1ccccc1CN1CCC(N2CCCC2)CC1	57*	-10	-0.1	0.0
CCOC(=O)/C(C(N)=NCCCO)=C(/O)c1ccccc1	7	0	0.8	0.2
COCCN1C(=O)CC(CC(=O)NCCc2ccccc2F)(c2ccccc2C)C1=O (stereo unspecified)	-1	-27	0.5	-0.3
Cc1ccc(-n2c(C)cc(C(=O)CN3CCOCC3)c2C)cc1C	16	-21	0.0	-0.8
CCOC(=O)c1c(NC(=O)CSc2nnc(CNC(=O)Cc3ccccc3)n2C)sc2c1CCCCC2	-9	-8	0.0	0.7
CCOC(=O)N1CCN(c2c(NCc3cccc(OC)c3)c(=O)c2=O)CC1	-2	-4	-0.1	1.1
CC(C)(C)c1ccc(CSc2ncccc2C(=O)N2CCC(Cc3ccccc3)CC2)cc1	13	14	0.1	0.9
Cc1cc(S(=O)(=O)N2CCCCCC2)ccc1-n1cnnn1	9	-4	-0.1	-0.3
Cc1ccc(N2S(=O)(=O)c3ccccc3S2(=O)=O)cc1	21	5	0.0	-0.2
COc1ccc(C2=N/C(=C\c3ccc(C)cc3)C(=O)O2)cc1	12	-2	0.1	-0.8
CCN(CC)C(=O)Cn1cnc2sc(C(=O)N3CCCCC3)c(C)c2c1=O	6	5	0.1	-0.2
N#CC1=C(N)OC2=C(C(=O)CCC2)C1c1ccccc1[N+](=O)[O-] (stereo unspecified)	4	6	0.9	-1.5
O=C(c1ccc2c(=O)n(CC3CCCO3)c(=S)[nH]c2c1)N1CCc2ccccc21 (stereo unspecified)	13	2	0.2	1.5
COP(=O)(OC)c1nc(-c2cccs2)oc1NCc1ccccc1Cl	0	0	-0.3	0.7

Sorted by number of heavy atoms (ascending): 6 of the compounds above
SMILES	MITF inh	TEAD-YAP inh	FBW7 activator	GPR151 activ
NC(=O)COC(=O)c1ccc(Cl)cc1	7	3	-0.1	-1.0
O=[N+]([O-])c1ccccc1CN1CCC(N2CCCC2)CC1	57*	-10	-0.1	0.0
Cc1cc(S(=O)(=O)N2CCCCCC2)ccc1-n1cnnn1	9	-4	-0.1	-0.3
N#CC1=C(N)OC2=C(C(=O)CCC2)C1c1ccccc1[N+](=O)[O-] (stereo unspecified)	4	6	0.9	-1.5
COP(=O)(OC)c1nc(-c2cccs2)oc1NCc1ccccc1Cl	0	0	-0.3	0.7
CC(C)(C)c1ccc(CSc2ncccc2C(=O)N2CCC(Cc3ccccc3)CC2)cc1	13	14	0.1	0.9

Following part:
SMILES	MITF inh	TEAD-YAP inh	FBW7 activator	GPR151 activ
CCOc1ccc(-c2nc3cc(N)ccc3o2)cc1	-2	76*	0.1	-6.5
CC1=C(C(=O)OCc2ccccc2)C(c2ccc(Cl)cc2)C(C#N)=C(SCC(=O)Nc2ccccc2C)N1 (stereo unspecified)	6	-2	0.0	-1.1
c1ccc(Nc2ccn3ncc(-c4ccsc4)c3n2)cc1	19	0	0.4	-0.6
O=c1oc(-c2cccc(Br)c2)nc2ccccc12	-1	-23	-0.1	-5.8
CC(C)(C)c1cc(Sc2nnc(-c3ccccc3)c3ccccc23)cc(C(C)(C)C)c1O	-15	0	-0.1	-0.4
C=CCn1c(O)c(C2=c3cc(Br)ccc3=NC2=O)c2ccccc21	13	3	0.0	0.0
CCOc1ccc(Cc2nc(C)c(CC(=O)N3CCCCC3)c(=O)[nH]2)cc1	1	6	-0.1	1.4
CCn1c(COc2ccc(C)nc2[N+](=O)[O-])nc2cc(S(=O)(=O)N(C)C)ccc21	-3	5	0.0	-2.5
Cc1ccc(S(=O)(=O)NNc2cccc3cccnc23)cc1	11	8	-0.2	0.9
Cc1ccc(S(=O)(=O)/N=C(\CN2CCOCC2)N2CCCCC2)cc1	4	-1	0.0	0.7
O=C1CC(N2CCOCC2)C(=O)N1c1ccc(F)cc1 (stereo unspecified)	6	7	0.4	-2.5
O=C(Nc1nonc1-c1ccccc1)c1ccc(Br)cc1	3	16	0.1	2.5
CC(C)NC(=O)CS(=O)(=O)c1cn(CC(=O)N(C(C)C)C(C)C)c2ccccc12	5	4	0.2	0.6
N#Cc1ccc(COC(=O)COc2ccc(Cl)cc2)cc1	-2	-3	0.1	-1.2
CCOc1cc(C2C(C(=O)Nc3ccccc3C)=C(C)Nc3ncnn32)ccc1OC (stereo unspecified)	13	-2	0.1	0.1
CCOC(=O)C1=C(C)NC2=C(C(=O)C(C(=O)OC)C(C)C2)C1c1ccc(C(=O)OC)cc1 (stereo unspecified)	1	-5	1.2	1.1
NC(=O)COc1ccc2cc(-c3ccccc3)c(=O)oc2c1	3	-39	-0.1	-5.7
